# p53ts 32C kill: qHTS Screen for Compounds that Selectively Target Cancer Cells with p53 Mutations: Cytotoxicity of p53ts Cells at the Permissive Temperature. H1299-p53A138V at 32C, ATP luminescence viability, 24 h. Potency, µM (series often up to 46.1 µM), inactives show at the highest dose activity change, negative = cytotoxicity, most hits filed as cytotoxic. 130,000 compounds, 0.93% hits. AID 924, 2007;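 further: 0% = DMSO and -100% = full killing by reference compound; nearly all actives have a fitted effect of over 55% in size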
#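 ATP-content luminescence (ATPlite) read-out after 24 h compound exposure at 32C in H1299-p53A138V cells (600/well). Tested up to 46 uM. Normalized to DMSO (0%) and 100 uM tamoxifen (100% killing); Hill-fit AC50.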
# IkB sig inh: IkB Signaling; 110,000 compounds, 0.04% hits; Potency, µM (titrated, usually from 57.1 µM), for inactives: at the highest dose IkBa stabilization activation; ABC-DLBCL IkBa-CBG/CBR dual luciferase ratio, 4 h; response scale: scaled: untreated 0%, proteasome inhibitor 100%; active means well fitted curve in the direction sought with a large enough effect in the signal ratio, not every such curve was filed as active; inconclusive means small, poorly fitted or top-dose-only effect, or a change in a side signal; the % refers to the signal ratio;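 further: the direction sought is a rising ratio; 0% = basal untreated cells and 100% = reference inhibitor full response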
#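 Luminescence ratio of IκBα-fused green versus native red beetle luciferase in OCI-Ly3 cells, 4 h post-doxycycline with compound; red signal alone, scaled from basal (0%) to zero light (-100%), flagged nonspecific or cytotoxic effects.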
# p53ts 39C kill: qHTS Screen for Compounds that Selectively Target Cancer Cells with p53 Mutations: Cytotoxicity of p53ts Cells at the Nonpermissive Temperature; H1299-p53A138V viability at 39C, ATP luminescence, 24 h; Potency, µM (series often up to 46.1 µM), without a hit: top-dose activity change, negative = cell killing, hits mostly cytotoxic; 130,000 compounds, 1.5% hits; AID 902, 2007; further: nearly all actives have a fitted effect of over 55% in size
# Peg3 imprint: qHTS Assay for Compounds that Induce Erasure of Genomic Imprints. mouse ES Peg3-LacZ reporter, beta-gal luminescence, 40 h. AID 1948, 2009. 110,000 compounds, 0.02% hits. Potency, µM (doses to about 60.7 µM), for inactives: top-dose activity change, positive = activation, usual class: activators;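 further: 0% = negative control wells on the plate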
#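 Each well holds 300 Peg3LacZ-Neo (maternal) female ES cells incubated 40 h at 37C, 5% CO2. LacZ is measured by BetaGlo luminescence, with AC50 and maximum efficacy derived from dose-response curves.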
# * = called active by the depositor; ? = inconclusive; · = not tested or not shown; [ ] = remark or other dose. Unless noted, the call rests on the fitted dose curve; in most records, active means well fitted curve in the direction sought with a large enough effect; inconclusive means small, poorly fitted or top-dose-only effect, or another doubt; inactive means no such curve, though single readings can be large; an effect the other way counts as inactive or inconclusive. Unless noted, on the % scale 0 is the no-effect control and ±100 the full control effect; potency means the concentration at half of the fitted maximal effect. Outcome played no part in choosing rows; about 1.7% have a hit in one of these screens.
# Values in the order – p53ts 32C kill	IkB sig inh	p53ts 39C kill	Peg3 imprint
CN(CCc1ccccn1)C(=O)CCNC(=O)Cn1cnc2ccccc2c1=O
 : -1%	0.4%	-2%	-5%
CCOc1ccc(NC(=O)CC2C(=O)N(c3ccc(OC)cc3)C(=O)N2CCC2=CCCCC2)cc1 (stereo not drawn)
 : -11%	?	-12%	-10%[10.9 µM]
COc1nc(OC)nc(N2CCC(C(=O)NCC3CCCCC3)CC2)n1
 : 19%	-0.1%	-5%	-4%
CCCc1cc(=O)oc2cc(OCC(=O)N(C)C)c(Cl)cc12
 : -9%	0.3%	-3%	-4%
CC1CCN(C(=O)CSc2nnc(-c3cc4ccccc4cc3O)n2Cc2ccco2)CC1
 : 10%	?	16%	-15%
COc1ccc(CC(=O)NC2CCN(Cc3nnnn3C(C)(C)C)CC2)cc1OC
 : -3%	0.5%	-1%	·
COc1ccc(C(=O)NCCc2c[nH]c3ccccc23)cc1S(=O)(=O)N1CCOCC1
 : 8%	1.5%	1%	-3%
COc1ccc(C(=O)NCc2nnc(SCC(=O)Nc3ccccc3)n2-c2ccccc2)cc1
 : -2%	-1.2%	-11%	-1%[10.9 µM]
CCOc1ccccc1OCc1nn2c(COc3ccccc3)nnc2s1
 : -7%	0.4%	13%	0%
CCCCCCCCCCCCCc1ccco1
 : 7%	·	19%	-3%
CCC[C@@H]1C[C@@]1(CCC)C(NC(=O)OCc1ccccc1)c1ccc(-c2ccccc2)cc1 (stereo partly drawn)
 : 4%	·	-3%	-2%
Cc1cc(-c2[nH]nc3c2C(c2ccsc2)C(C#N)=C(N)O3)c(C)s1 (stereo not drawn)
 : 14%	?	7%	3%
COc1ccc(C(=O)Oc2cccnc2)cc1OC
 : 5%	-2.3%	1%	-3%
COC(=O)[C@@]1(Cc2ccc(OC)cc2)[C@H]2c3cc(C(=O)N(C)C)n(Cc4ccc(C)c(F)c4F)c3C[C@H]2CN1C(=O)c1ccccc1
 : 48%[activator]	·	32%[activator]	-28%
O=C(NCCc1ccccc1)c1cc(Nc2ccccc2)nc2ccccc12
 : -13%	0.4%	-5%	-16%[10.9 µM]
C=CCn1c(NCc2ccc3c(c2)OCO3)nc2ccccc21
 : -20%	1.4%	-17%	3%
COc1ccc(CCNC(=O)CCCCn2c(=O)c3ccccc3n(CC(=O)Nc3c(C)cccc3C)c2=O)cc1OC
 : -3%	0.4%	?	13%[10.9 µM]
C=C1CC[C@H](O)C/C1=C/C=C1\CCC[C@]2(C)[C@H]1CC[C@H]2[C@@H](C)/C=C\[C@@H](C)C(C)C
 : 12%[20.6 µM]	1.2%[25.6 µM]	32%[20.6 µM]	-2%[16.8 µM]
CC1CC(=O)N(Cc2ccccc2)c2ccccc2N1C=O (stereo not drawn)
 : -3%	6.5%	14%	-11%
CCOC(=O)N1CCN(Cc2nc3c(c(=O)n(C)c(=O)n3C)n2Cc2cccc3ccccc23)CC1
 : 7%	2.0%	6%	1%
Nc1nnc(SCC(=O)Nc2ccccc2)s1
 : 3%	?	12%	-14%[10.9 µM]
CCOC(=O)c1c(N)sc2c1C1CCN2CC1
 : 4%	-1.4%	3%	-3%
CCC(=O)Oc1c(Sc2ccc(Cl)cc2)c(C)nn1C(C)(C)C
 : -11%	?	2%	-5%[10.9 µM]
COc1ccc(OC)c(NC(=O)C2CCCN2C(=O)C2CCC(C)CC2)c1 (stereo not drawn)
 : 1%	-2.0%	17%	-16%
Cn1c(=O)[nH]c(=O)c2c1nc(N1CCOCC1)n2CCCSc1ncccn1
 : -3%	-1.7%	6%	4%
CC1CCCN(C(=O)CSc2nnc(-c3c[nH]c4ccccc34)o2)C1 (stereo not drawn)
 : -5%	?	-2%	-5%
COc1ccc(S(=O)(=O)n2nc(-c3ccco3)nc2NCc2ccc(C(C)C)cc2)cc1
 : -3%	?	-6%	-14%[10.9 µM]
CCOC(=O)Nc1ccc2c(c1)N(C(=O)N(C)C)c1ccccc1CC2
 : 2%	0.1%	6%	2%
CSc1nsc(SC)c1NC(=O)OCC1CCCO1 (stereo not drawn)
 : 4%	1.0%	-14%	2%
CC1CCCO1 (stereo not drawn)
 : -5%[1.84 µM]	1.3%	-11%	18%
Cc1cccc2cc(C(c3nnnn3C(C)(C)C)N3CCN(C(=O)c4ccco4)CC3)c(=O)[nH]c12 (stereo not drawn)
 : 3%	4.0%	4%	-8%
CCC(Sc1nc(-c2ccccc2)c(C#N)c(=O)[nH]1)C(=O)Nc1cc(C)on1 (stereo not drawn)
 : 4%	1.5%	7%	-9%
CCOc1ccc2nc3c(cc2c1)CN(CCOC)C(=NC)S3
 : -7%	·	17%	·
CC(C)COC(=O)NCC12C=CC(O1)C1C(=O)N(c3ccc(Cl)cc3)C(=O)C12 (stereo not drawn)
 : 0%	16%	0%	14%
CCOC(=O)c1ccc(Nc2c(-c3ccc(OC)cc3)nc3nc[nH]n23)cc1
 : 3%	?	-25%	-8%[10.9 µM]
COc1cc(OC)c(NC(=O)CCn2cnc3onc(-c4ccc(F)cc4)c3c2=O)cc1Cl
 : -6%	-0.5%	-10%	-9%[10.9 µM]
O=C(NCC1CCN(Cc2cccc(Cl)c2)CC1)Nc1ccc(F)c(Cl)c1
 : 11%	?	?	-10%[10.9 µM]
Cc1ccc(CNC(=O)C(=O)NCC2CCCO2)cc1 (stereo not drawn)
 : -9%	·	-8%	·
COC(=O)C1C2C=CC3(CN(CCc4ccccc4)C(=O)C13)O2 (stereo not drawn)
 : 3%	0.5%	-9%	2%
COc1ccccc1N1CCN(C(CNC(=O)C(=O)NCc2ccc(C)cc2)c2cccnc2)CC1 (stereo not drawn)
 : 1%	?	?	-12%[10.9 µM]
CCCS(=O)(=O)c1ncc(Cl)c(C(=O)N(Cc2ccccc2)Cc2ccco2)n1
 : ?	?	3.2µM*	-38%[inhibitor][10.9 µM]
O=C(Nc1ccc2ccccc2c1)N1CCN(c2ncccc2C(F)(F)F)CC1
 : 7%	?	-2%	-23%
O=C(NCCN1CCCCC1)c1ccc(I)cc1
 : -9%	-0.4%	-10%	-12%
CCCCOc1cccc(NC(=O)CSc2nccn2C)c1
 : 0%	0.6%	-3%	-3%
COc1cccc(-n2c(CNC(=O)OC(C)(C)C)n[nH]c2=S)c1
 : -4%	-0.4%	9%	4%
Cc1ccc(C(=O)NCCN2CCCC2)cc1
 : 0%	·	21%	·
COc1ccc(C(=O)c2sc(Nc3ccccc3)nc2N)cc1
 : 1%	?	-3%	-13%[10.9 µM]
CC1(C)C(c2ccccc2)=NC(c2ccccc2)N1O (stereo not drawn)
 : 4%	-0.2%	9%	-11%
O=C(Nc1ccc2nc(SCC(=O)N3CCOCC3)sc2c1)c1cccc(Cl)c1
 : ?	?	-6%	-10%[10.9 µM]
O=C(OCc1cc2ccccc2[nH]c1=O)C1CCCO1 (stereo not drawn)
 : -3%	3.5%	9%	11%
CCCCCCCCCCCCCCCC(=O)NC[C@@H](COP(=O)([O-])OCC[N+](C)(C)C)OCC
 : ?	-23%	-88%	·
CNc1oc(C)nc1S(=O)(=O)c1ccccc1
 : 0%	-2.5%	1%	-1%
Cc1c(-c2ccc(Cl)cc2)c(=O)oc2c(CN3CCN(CCO)CC3)c(O)ccc12
 : 0%	0.4%	2%	-10%[10.9 µM]
COc1cc(-c2nnc3sc(Cc4ccccc4)nn23)cc(OC)c1OC
 : -1%	5.7%	-5%	-13%
Cc1ccc(-n2ncc3c(N4CCN(c5ccc(F)cc5)CC4)ncnc32)cc1
 : 10%	?	-29%	-8%[10.9 µM]
CC(C)N=C(NC#N)SCc1ccccc1F
 : 16%	2.1%	5%	-4%
O=C(c1cc(-c2cccc(O)c2)on1)N1CCCCC1
 : ?	19%	?	-76%[inhibitor]
Cc1csc(NC(=O)CCNS(=O)(=O)c2ccc3c(c2)c(=O)n(C)c(=O)n3C)n1
 : 20%	-0.6%	-9%	-5%
COc1ccccc1CN1COc2ccc3c(oc(=O)c4ccccc43)c2C1
 : 10%	-0.8%	-2%	7%[10.9 µM]
COc1cccc(CNC(=O)c2cc(-c3cccs3)nc3ccccc23)c1
 : -5%	?	-6%	-9%[10.9 µM]

# Complete entries from above.
# COc1cc(OC)c(NC(=O)CCn2cnc3onc(-c4ccc(F)cc4)c3c2=O)cc1Cl is listed with p53ts 32C kill = -6%; IkB sig inh = -0.5%; p53ts 39C kill = -10%; Peg3 imprint = -9%[10.9 µM]
# Cc1ccc(C(=O)NCCN2CCCC2)cc1 is listed with p53ts 32C kill = 0%; IkB sig inh = ·; p53ts 39C kill = 21%; Peg3 imprint = ·
# O=C(Nc1ccc2ccccc2c1)N1CCN(c2ncccc2C(F)(F)F)CC1 is listed with p53ts 32C kill = 7%; IkB sig inh = ?; p53ts 39C kill = -2%; Peg3 imprint = -23%

# More records.
# Values in the order – p53ts 32C kill	IkB sig inh	p53ts 39C kill	Peg3 imprint
CN(Cc1ccccc1)c1ccc(-c2nc(-c3ccccn3)no2)cc1[N+](=O)[O-]
 : 5%	0.8%	-8%	-4%[10.9 µM]
COc1ccc(N2C(=O)CC(NCc3cccs3)C2=O)cc1 (stereo not drawn)
 : 6%	-0.8%	10%	-8%
CN(CCCNC(=O)c1cccc(N2CCCC2=O)c1)c1ccccc1
 : -17%	1.1%	9%	-8%
Cc1ccc(NC(=O)C(=O)NCc2ccc(Cl)cc2)cc1
 : -9%	?	13%	-7%[10.9 µM]
COCCNC(C)C(=O)C12CC3CC(CC(C3)C1)C2 (stereo not drawn)
 : 0%	2.7%	-4%	-9%
COc1ccc(C(=O)NCC(c2ccc(N(C)C)cc2)N2CCOCC2)cc1 (stereo not drawn)
 : 1%	1.7%	13%	-10%[10.9 µM]
Cc1scc(C(=O)N/N=C/c2ccco2)c1C
 : ?	·	-22%	·
O=C(O)c1ccc(S(=O)(=O)c2ccc3c(c2)C(=O)N(CC2CCCO2)C3=O)cc1 (stereo not drawn)
 : -1%	1.1%	9%	-2%
Cc1ccc(NCc2nnc(SCC(=O)N3CCc4ccccc43)n2C)cc1
 : -6%	-0.4%	-9%	-3%
CC(C)NC(=O)N1CCCC2(CCN(C(=O)c3csnn3)CC2)C1
 : -6%	1.8%[11.4 µM]	5%	·
CC(C)CN1CCC2(CC1)CCN(C(=O)c1cccc(F)c1)CC2
 : -8%	0.1%[11.4 µM]	-5%	·
CCOc1ccc(NC2=NC(C(=O)NCc3ccccc3)CC(=O)N2)cc1 (stereo not drawn)
 : 5%	0.0%	6%	-26%
CC(Sc1ccc2nnc(-c3ccc(F)cc3)n2n1)C(=O)O (stereo not drawn)
 : 1%	2.4%	-8%	-14%
CC(C)c1cc(C(=O)N2CCN(C(c3ccccc3)c3ccccc3)CC2)no1
 : 19%	3.0%	-4%	-45%[inhibitor]
CCC(CC)C(=O)NCc1nc2cccnc2n1Cc1ccc(F)cc1
 : -6%	-0.7%	-9%	-7%[10.9 µM]
O=C(Nc1ccccc1)c1cc2c(-c3ccccc3)nn(-c3ccccc3)c2s1
 : 8%	6.6%	7%	-3%[10.9 µM]
Cc1nc(SCc2cccc(Cl)c2)nc2c1CCCC2
 : -3%	-1.6%	-2%	-7%[10.9 µM]
Cc1ccnc(NC(=O)CSc2cc(=O)n(C)c3ccccc23)c1
 : -6%	?	18%	-12%
CCOc1cc2c3c(c1)C1(OCCO1)C(=O)N3C(C)(C)CC2C (stereo not drawn)
 : 11%	-1.2%	3%	2%
COc1ccc(N2CC(C(=O)OCC(=O)c3cccc(OC)c3)CC2=O)cc1 (stereo not drawn)
 : -12%	1.5%	-13%	0%
COc1ccc(C(c2nnnn2Cc2ccc(F)cc2)N2CCN(c3ccccc3)CC2)cc1 (stereo not drawn)
 : 6%	2.5%	-6%	-17%
CCCC(=O)NC(C)c1nc2ccccc2n1CC (stereo not drawn)
 : 1%	-0.2%	4%	-8%
CCC(=O)NC(=Nc1nc2ccccc2s1)NC(=O)CC
 : 16µM*	8.3%	10µM*	-28%

# Screening data from PubChem BioAssay.
